Source: PubChem BioAssay (National Center for Advancing Translational Sciences (NCATS))
USP1-UAF1 inh: blocks the human USP1/UAF1 deubiquitinase complex; recombinant USP1/UAF1, Ub-Rhodamine cleavage fluorescence; Potency, µM (highest dose often 57.1 µM), for the others: at the highest dose activity change, negative = inhibition, hits mostly inhibitors; hit rate 0.23% among 390,000; AID 743255; note: % is set by controls: 0 for no effect and ±100 for the full control effect; nearly all actives have a fitted effect of over 60% in size; inactives centre near -12
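USP1/UAF1 complex at 1 nM was preincubated with compound for 15 min at room temperature, then Ub-Rho substrate (150nM final) was added. Fluorescence (480/540 nm) was read kinetically, 6 reads every 60 seconds.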
Vif-APOBEC3G blk: inhibitors of Vif-APOBEC3G interaction | Potency, µM (top dose mostly 46.1 µM), without a hit: at the highest dose activity, negative = active, hits mostly inhibitors | HeLa A3G-eYFP + Vif (tagged APOBEC3G with the HIV-1 protein that degrades it), YFP fluorescence, overnight | hit rate 0.076% among 410,000 | AID 602310;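 note: % is set by controls: 0 for no effect and ±100 for the full control effect; nearly all actives have a fitted effect of over 60% in size; hits raise eYFP signal because A3G escapes Vif-driven loss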
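HeLa cells stably expressing Vif and C-terminally eYFP-tagged A3G, seeded overnight at 37 deg C, then exposed to compound by pintool overnight at 37 deg C. Rise in yellow fluorescence (Ex 488/Em 500-530, Acumen) marks blocked Vif-driven A3G degradation.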
TrxR1 substrate: substrates of rat thioredoxin reductase 1; purified TrxR1 substrate turnover, NADPH consumption readout; Potency, µM (top dose mostly 114 µM), for inactives: at the highest dose activity change, negative = substrate turnover; hit rate 0.01% among 390,000; AID 588456; note: % is set by controls: 0 for no effect and ±100 for the full control effect; nearly all actives have a fitted effect of over 50% in size
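Rat TrxR1, dispensed at 90 nM, was prereduced with 400 uM NADPH (final) for 5 min at ~22 deg C, then incubated with compound 15 min before 400 uM selenite. A first-read NADPH fluorescence drop versus no-compound background flagged substrates.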
ALOX12 inh: blocks human arachidonate 12S-lipoxygenase. P18054. purified 12hLO, xylenol orange hydroperoxide absorbance. Potency, µM (top dose mostly 108 µM), for the others: at the top dose activity change, negative = inhibition, usual class: inhibitors. hit rate 1.1% among 580,000. AID 1671190; note: % is set by controls: 0 for no effect and ±100 for the full control effect
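Purified human 12hLO (150 nM final) in 25 mM Hepes, 0.01% Triton X-100, pH 7.0 was preincubated 15 min at room temperature with compound. Then 40 uM arachidonic acid was added, 30 min. Hydroperoxide was read by Fe-XO absorbance ratio 573/405 nm.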
RGS4 inhibitor: inhibitors of human regulator of G protein signaling 4; AID 504845; P49798; Potency, µM (top dose mostly 114 µM), inactives show top-dose activity change, negative = inhibition, actives largely listed as inhibitors; hit rate 0.039% among 390,000; Transcreener GDP fluorescence polarization, RGS4-accelerated GTP hydrolysis; note: % is set by controls: 0 for no effect and ±100 for the full control effect; nearly all actives have a fitted effect of over 75% in size; some results filed as inactive show a strong effect at the top dose
Target sequence (P49798 whole entry, looked up): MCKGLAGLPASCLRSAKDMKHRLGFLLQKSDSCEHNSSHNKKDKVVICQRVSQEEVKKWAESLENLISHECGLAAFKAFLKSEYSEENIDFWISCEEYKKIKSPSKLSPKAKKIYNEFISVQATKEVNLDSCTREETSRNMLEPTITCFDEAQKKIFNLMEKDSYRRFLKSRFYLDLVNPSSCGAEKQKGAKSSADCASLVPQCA
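MLSMR compounds (23 nl, pin-transferred) preincubated 10 min at room temperature with a 500nM (2x) first reagent, then RGS4 at 900nM (2x) plus Transcreener GDP mix added; fluorescence polarization (620/688 nm) read before and after 90 min at 30 °C.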
RXFP1 ag: agonists of human relaxin receptor RXFP1 | Q9HBX9 | HEK293T-RXFP1 cAMP TR-FRET, 30 min; response scale: percent of porcine relaxin response, buffer zero | Potency, µM (titrated, usually from 57.5 µM), for the others: top-dose activation, usual class: activators | hit rate 0.3% among 370,000 | AID 2676; note: % is set by controls: 0 for no effect and ±100 for the full control effect; nearly all actives have a fitted effect of over 60% in size; many of its hits are not listed in these tables
Target sequence (Q9HBX9 whole entry, looked up): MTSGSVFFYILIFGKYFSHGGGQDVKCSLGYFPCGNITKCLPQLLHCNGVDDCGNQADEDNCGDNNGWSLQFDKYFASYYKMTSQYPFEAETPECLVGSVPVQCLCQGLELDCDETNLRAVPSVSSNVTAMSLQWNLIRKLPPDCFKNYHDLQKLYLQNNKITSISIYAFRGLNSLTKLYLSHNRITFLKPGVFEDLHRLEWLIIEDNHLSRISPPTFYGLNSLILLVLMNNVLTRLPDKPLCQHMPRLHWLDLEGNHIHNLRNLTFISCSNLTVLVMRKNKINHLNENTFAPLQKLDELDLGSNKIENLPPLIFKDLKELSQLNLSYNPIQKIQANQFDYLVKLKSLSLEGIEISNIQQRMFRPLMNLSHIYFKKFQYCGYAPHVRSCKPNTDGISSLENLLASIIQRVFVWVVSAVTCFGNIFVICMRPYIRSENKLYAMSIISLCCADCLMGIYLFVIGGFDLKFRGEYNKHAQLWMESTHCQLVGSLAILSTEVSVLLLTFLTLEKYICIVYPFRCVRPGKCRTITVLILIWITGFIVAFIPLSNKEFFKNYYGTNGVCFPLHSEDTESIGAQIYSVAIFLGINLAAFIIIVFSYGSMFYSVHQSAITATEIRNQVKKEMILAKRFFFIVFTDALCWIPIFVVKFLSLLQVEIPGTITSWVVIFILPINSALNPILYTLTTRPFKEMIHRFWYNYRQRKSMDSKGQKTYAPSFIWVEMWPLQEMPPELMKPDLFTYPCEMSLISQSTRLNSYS
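Agonist response is measured as cAMP accumulation in an RXFP1-transfected HEK293T line under PDE4 inhibition. Values are scaled between buffer-only and 29 nM porcine relaxin, and EC50s come from standard Hill equation fits.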
TrxR1 inh: blocks rat thioredoxin reductase 1. recombinant rTrxR1, NADPH fluorescence consumption, selenite substrate. hit rate 1% among 390,000. Potency, µM (top dose mostly 114 µM), without a hit: at the highest dose activity change, negative = inhibition, actives largely listed as inhibitors; note: % is set by controls: 0 for no effect and ±100 for the full control effect; nearly all actives have a fitted effect of over 65% in size
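Rat TrxR1 (90 nM in the dispensed reagent) was pre-reduced with 400 uM NADPH for 5 min at room temperature, then incubated with compound for 15 min. After 400 uM selenite was added, NADPH fluorescence (Ex 340/Em 450 nm) was followed for 8 min.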
Vif-APOBEC3F blk: blocks the Vif interaction with APOBEC3F; HeLa A3F-eYFP + Vif (tagged APOBEC3F with the HIV-1 protein that degrades it), YFP fluorescence increase; Potency, µM (titrated, usually from 46.1 µM), for inactives: top-dose activity, negative = active; hit rate 0.2% among 390,000; AID 602313; note: % of control where 0% means no effect; nearly all actives have a fitted effect of over 65% in size
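HeLa cells stably expressing Vif plus C-terminally eYFP-tagged A3F were seeded, incubated overnight at 37 deg C, dosed with compound, incubated overnight again at 37 deg C. Yellow fluorescence (Ex 488/Em 500-530) reported blocked Vif-mediated A3F-eYFP degradation.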
IDH1 R132H inh: inhibitors of human mutant IDH1 R132H. Potency, µM (titrated, usually from 76.6 µM), inactives show at the highest dose activity change, negative = inhibition, hits mostly inhibitors. IDH1-R132H enzyme, NADPH consumption, diaphorase/resazurin fluorescence. AID 602179. hit rate 0.093% among 390,000. O75874; note: % is set by controls: 0 for no effect and ±100 for the full control effect; nearly all actives have a fitted effect of over 65% in size
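IDH1-R132H (0.5 ug/mL dispensed) in pH 7.5 Tris buffer was preincubated 30 min with compound, then given a substrate mix of 0.016 mM NADPH and 2 mM alpha-KG for 80 min at room temperature; remaining NADPH was read by diaphorase/resazurin fluorescence.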
Numbers without * were called inactive; ? = inconclusive; . = no result given; [ ] = remark or other dose. Calls come from the whole dose curve; as a rule, active = well fitted curve in the direction sought with a large enough effect; inconclusive = small, poorly fitted or top-dose-only effect, or another doubt; inactive = no such curve, though single readings can be large; an effect the other way counts as inactive or inconclusive. Potency is the fitted concentration of half-maximal effect.

SMILES	USP1-UAF1 inh	Vif-APOBEC3G blk	TrxR1 substrate	ALOX12 inh	RGS4 inhibitor	RXFP1 ag	TrxR1 inh	Vif-APOBEC3F blk	IDH1 R132H inh
CCOC(=O)COc1ccc(C)cc1C(=O)c1ccn2nc(-c3ccc(Cl)cc3)cc2n1	-11%	-1%	13%[11.4 µM]	-4%	-10%	3.9%	13%	-2%	-16%
COc1ccccc1C(=O)Nc1cccc(SC)c1	-22%	-2%	0%	-20%	0%	2.1%	11%	-2%	2%
COC(=O)c1sc(N2CCN(Cc3ccccc3)CC2)nc1N	-28%	-1%	-7%	0%	16%	1.6%	-13%	0%	5%
CN(C)CCCNc1ncnc2scc(-c3ccccc3)c12	-10%	-7%	1%[57.1 µM]	-18%	-16%	?	23%[57.1 µM]	-4%	9%
COc1ccccc1CCNC(=O)C(=O)NCC(c1ccco1)S(=O)(=O)c1ccc(F)cc1 (stereo not given)	-4%	0%	0%[57.1 µM]	1%	-3%	0.2%	-9%[57.1 µM]	-3%	1%
Cc1ccc(-n2c(SCc3nc(-c4ccccc4C)no3)nnc2-c2ccncc2)cc1C	-18%	0%	-4%	-8%	1%	4.6%	11%	6%	-4%
Cc1cc(C)c2c(n1)sc1c(N3CCN(C)CC3)ncnc12	-25%	2%	-8%	0%	-26%	-2.7%	-19%	2%	2%
Cc1c(N2C(=O)CSC2c2ccco2)c(=O)n(-c2ccccc2)n1C (stereo not given)	-2%	-1%	4%[57.1 µM]	81%[activator]	22%	-0.7%	4%[57.1 µM]	-1%	3%
CCOc1ccccc1NC(=O)Nc1ccc(Cl)cc1	-3%	-4%	-17%	?	13%	0.3%	-17%	-20%	2%
C=CCC(O)c1c(-c2ccccc2)nn(C)c1Cl (stereo not given)	6%	-3%	5%[57.1 µM]	-14%	1%	-4.2%	12%[57.1 µM]	2%	4%
N#CC(=Cc1ccc(O)cc1)C(N)=C(C#N)C#N	-34%	0%	-9%	-16%	-17%	3.0%	-16%	5%	9%
Cc1cccc(C(=O)N/N=C/C(C)Cc2ccc3c(c2)OCO3)c1 (stereo not given)	-18%	2%	-18%[57.1 µM]	0%	-12%	-0.5%	16%[57.1 µM]	3%	7%
COc1cccc(-c2coc3cc4oc(=O)c(CCC(=O)O)c(C)c4cc23)c1	-25%	1%	4%[57.1 µM]	.	-17%	3.9%	-6%[57.1 µM]	-20%	?
CCOC(=O)C1CCN(c2c(NCCC(C)C)c(=O)c2=O)CC1	-21%	-2%	-3%	14%	-34%	-2.1%	6%	4%	0%
O=C(O)CCn1c(CO)nc2ccccc21	-25%	-2%	5%	-6%	-46%	1.4%	3%	5%	-1%
Cc1ccc(C)c(Cn2c(SCC(=O)NCc3ccccc3)nc3ccccc32)c1	-19%	0%	-2%[57.1 µM]	-22%	7%	3.8%	2%[57.1 µM]	8%	-11%
COc1ccc(OCCN2C(=O)c3cccc(N)c3C2=O)cc1	?	0%	3%	-14%	-9%	2.3%	7%	6%	1%
O=C(Nc1ccc2oc(-c3ccc4ccccc4c3)nc2c1)c1cc(Cl)ccc1Cl	-13%	3%	24%	-11%	-22%	4.6%	17%	0%	-5%
O=C(c1ccco1)N1CCN(CC(=O)N(C2CCCCC2)C2CCS(=O)(=O)C2)CC1 (stereo not given)	-4%	1%	1%	-14%	-30%	-0.1%	?	3%	2%
Cc1cccc(C)c1NC(=O)C1=C(O)c2ccccc2N(C)S1(=O)=O	-16%	0%	-10%	?	-7%	-0.4%	-14%	5%	0%

Gathered by group, the entries above with an aryl methoxy group (four)
SMILES	USP1-UAF1 inh	Vif-APOBEC3G blk	TrxR1 substrate	ALOX12 inh	RGS4 inhibitor	RXFP1 ag	TrxR1 inh	Vif-APOBEC3F blk	IDH1 R132H inh
COc1ccccc1C(=O)Nc1cccc(SC)c1	-22%	-2%	0%	-20%	0%	2.1%	11%	-2%	2%
COc1ccccc1CCNC(=O)C(=O)NCC(c1ccco1)S(=O)(=O)c1ccc(F)cc1 (stereo not given)	-4%	0%	0%[57.1 µM]	1%	-3%	0.2%	-9%[57.1 µM]	-3%	1%
COc1cccc(-c2coc3cc4oc(=O)c(CCC(=O)O)c(C)c4cc23)c1	-25%	1%	4%[57.1 µM]	.	-17%	3.9%	-6%[57.1 µM]	-20%	?
COc1ccc(OCCN2C(=O)c3cccc(N)c3C2=O)cc1	?	0%	3%	-14%	-9%	2.3%	7%	6%	1%

The list continues.
SMILES	USP1-UAF1 inh	Vif-APOBEC3G blk	TrxR1 substrate	ALOX12 inh	RGS4 inhibitor	RXFP1 ag	TrxR1 inh	Vif-APOBEC3F blk	IDH1 R132H inh
CCCc1nc(NC2CCCCC2)c(C#N)c2c1COC(C)(C)C2	-10%	0%	47%[activator]	7%	-6%	3.6%	11%	-6%	0%
CC(C)CN(C(=O)COC(=O)c1cccc2ccccc12)c1c(N)n(Cc2ccccc2)c(=O)[nH]c1=O	-14%	-4%	2%	2%	-32%	0.0%	0%	5%	2%
CC(C)(C)c1ccc(C(=O)N/C(=C\c2cccc([N+](=O)[O-])c2)C(=O)Nc2cccc(C(=O)O)c2)cc1	-18%	0%	3%[57.1 µM]	0%	-26%	1.7%	-1%[57.1 µM]	4%	-1%
Clc1ccc2ccc3cccnc3c2n1	-6%	-1%	4%	11%	-46%	5.3%	11%	-15%	-3%
O=C1C[C@H](c2ccc3ccccc3c2)N1S(=O)(=O)c1ccccc1[N+](=O)[O-]	.	1%	-6%	.	-28%	.	?	.	.
COc1ccc(C(=O)N2CCCC(Nc3ccc(C)c(C)c3)C2)cc1F (stereo not given)	-15%	2%	-5%	32%[activator]	17%	1.2%	-2%	8%	0%
CCN(Cc1ccccc1)C(=O)COC(=O)c1cc(Cl)nc(Cl)c1	?	2%	-13%	-14%	12%	0.8%	5%[57.1 µM]	-4%	1%
O=[N+]([O-])C(=C1Nc2ccccc2N1)C(Cl)=C(Cl)Cl	0%	3%	-6%	?	?	-1.9%	11µM*	-14%	3%
COC(=O)c1ccc(C(=O)OC)c(NC(=O)N2CC3CCCN3c3ccccc32)c1 (stereo not given)	-20%	-6%	10%[57.1 µM]	-76%	-24%	-1.0%	11%[57.1 µM]	-1%	40%[activator]
CCCN1CCN(C(=O)c2oc3ccccc3c2NC(=O)COc2ccc(OC)cc2)CC1	-23%	1%	5%	36%[activator]	?	2.0%	22µM*	14%	2%
CCN(CC)CCN(Cc1cc2cc3c(cc2[nH]c1=O)OCCO3)C(=S)NCC1CCCO1 (stereo not given)	-29%	2%	4%[57.1 µM]	1%	-13%	5.5%	4%[57.1 µM]	7%	0%
Cc1cc(OC(=O)c2c(C)cc(OC(=O)c3c(C)cc(O)cc3O)cc2O)cc(O)c1C(=O)O	-11%	0%	6%[57.1 µM]	35µM*	-4%	.	8%[57.1 µM]	-13%	2%
CC(C)(C)c1cc(NC(=O)Nc2ccccc2OC(F)(F)F)no1	-13%	-1%	-5%[57.1 µM]	12%	-2%	-3.0%	2%[57.1 µM]	-3%	-4%
COc1ccccc1Cc1nc(-c2ccc(C)cc2)no1	-7%	2%	-1%	-8%	-12%[56.9 µM]	-0.4%	12%	0%	11%
O=C(CSCCO)Nc1ccc(C23CC4CC(CC(C4)C2)C3)cc1	-16%	-3%	5%[57.1 µM]	-16%	-11%	1.5%	10%	5%	0%
O=C(COc1ccccc1[N+](=O)[O-])N(Cc1ccco1)C1CCS(=O)(=O)C1 (stereo not given)	-17%	-5%	-3%	3%	3%	0.1%	?	-5%	4%
Cn1c(C(=O)N2CCN(c3ncccn3)CC2)cc2c(=O)n(C)c3ccccc3c21	?	-1%	3%	-15%	3%	-0.3%	14%	-7%	10%
CCOC(=O)c1cc(-c2ccc(F)cc2)nc2c1c(=O)[nH]c(=O)n2Cc1ccccc1	2%	-2%	3%	-22%	-22%	?	18%	-4%	3%
Cc1cc(NC(=O)COC(=O)c2ccco2)no1	-6%	4%	4%[57.1 µM]	0%	-3%	-0.6%	18%[57.1 µM]	12%	3%
CC(=O)c1c(C(=O)O)[nH]c(C(=O)O)c1C	-17%	2%	11%	-5%	-21%	-3.3%	5%[57.1 µM]	-19%	0%
COc1ccc(NC(=O)NC(C)c2ccccc2)cc1 (stereo not given)	-30%	-8%	-7%	-5%	16%	-0.1%	1%	1%	-7%
O=C1Nc2ccccc2/C1=C\C(=O)c1ccccc1	-14%	?	-7%	?	?	-0.2%	?	-8%	-19%
CC(=O)N1CCOc2ccc(S(=O)(=O)N3CCC(C(=O)NCc4ccc(Cl)cc4)CC3)cc21	-5%	1%	.	-17%	.	.	.	-4%	-1%
COc1cc(C(CC(=O)O)n2cnnn2)ccc1OC(C)C (stereo not given)	-6%	-3%	0%[57.1 µM]	-4%	13%	-0.7%	0%[57.1 µM]	-22%	-4%
CCN(CC)CCCNC(=O)C1CCN(C(=O)c2cc3sccc3n2Cc2ccc(F)cc2)CC1	-12%	-2%	5%[57.1 µM]	?	-12%	2.0%	-8%	-8%	0%
CC(=O)N(C(C)=O)c1c(N2CCOCC2)c2ccccc2oc1=O	4%	-3%	-14%	17%	16%	0.8%	2%	-8%	3%
COCCNC(=O)CNC(=S)N(CCCN1CCOCC1)Cc1cccs1	-10%	4%	-5%	-3%	28%	-0.6%	9%[57.1 µM]	-20%	9%

An excerpt. The share of hits here may be higher or lower than overall.
